High-throughput results (PubChem)
NCOA2 inhibitor: inhibits human steroid receptor coactivator 2. Q15596. 370,000 tested, 0.17% active. HEK293 GAL4-SRC2 luciferase reporter, luminescence. inhibition, % at 9 µM. AID 651957;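 active means inhibition above the mean inhibition of all tested compounds plus 3 SD, set per campaign, cut at about 52% in these data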;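 further: 0% = DMSO treated cells and 100% = cells given Gossypol at 36 µM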
Target sequence (Q15596 whole entry, looked up, the tested form may be a part): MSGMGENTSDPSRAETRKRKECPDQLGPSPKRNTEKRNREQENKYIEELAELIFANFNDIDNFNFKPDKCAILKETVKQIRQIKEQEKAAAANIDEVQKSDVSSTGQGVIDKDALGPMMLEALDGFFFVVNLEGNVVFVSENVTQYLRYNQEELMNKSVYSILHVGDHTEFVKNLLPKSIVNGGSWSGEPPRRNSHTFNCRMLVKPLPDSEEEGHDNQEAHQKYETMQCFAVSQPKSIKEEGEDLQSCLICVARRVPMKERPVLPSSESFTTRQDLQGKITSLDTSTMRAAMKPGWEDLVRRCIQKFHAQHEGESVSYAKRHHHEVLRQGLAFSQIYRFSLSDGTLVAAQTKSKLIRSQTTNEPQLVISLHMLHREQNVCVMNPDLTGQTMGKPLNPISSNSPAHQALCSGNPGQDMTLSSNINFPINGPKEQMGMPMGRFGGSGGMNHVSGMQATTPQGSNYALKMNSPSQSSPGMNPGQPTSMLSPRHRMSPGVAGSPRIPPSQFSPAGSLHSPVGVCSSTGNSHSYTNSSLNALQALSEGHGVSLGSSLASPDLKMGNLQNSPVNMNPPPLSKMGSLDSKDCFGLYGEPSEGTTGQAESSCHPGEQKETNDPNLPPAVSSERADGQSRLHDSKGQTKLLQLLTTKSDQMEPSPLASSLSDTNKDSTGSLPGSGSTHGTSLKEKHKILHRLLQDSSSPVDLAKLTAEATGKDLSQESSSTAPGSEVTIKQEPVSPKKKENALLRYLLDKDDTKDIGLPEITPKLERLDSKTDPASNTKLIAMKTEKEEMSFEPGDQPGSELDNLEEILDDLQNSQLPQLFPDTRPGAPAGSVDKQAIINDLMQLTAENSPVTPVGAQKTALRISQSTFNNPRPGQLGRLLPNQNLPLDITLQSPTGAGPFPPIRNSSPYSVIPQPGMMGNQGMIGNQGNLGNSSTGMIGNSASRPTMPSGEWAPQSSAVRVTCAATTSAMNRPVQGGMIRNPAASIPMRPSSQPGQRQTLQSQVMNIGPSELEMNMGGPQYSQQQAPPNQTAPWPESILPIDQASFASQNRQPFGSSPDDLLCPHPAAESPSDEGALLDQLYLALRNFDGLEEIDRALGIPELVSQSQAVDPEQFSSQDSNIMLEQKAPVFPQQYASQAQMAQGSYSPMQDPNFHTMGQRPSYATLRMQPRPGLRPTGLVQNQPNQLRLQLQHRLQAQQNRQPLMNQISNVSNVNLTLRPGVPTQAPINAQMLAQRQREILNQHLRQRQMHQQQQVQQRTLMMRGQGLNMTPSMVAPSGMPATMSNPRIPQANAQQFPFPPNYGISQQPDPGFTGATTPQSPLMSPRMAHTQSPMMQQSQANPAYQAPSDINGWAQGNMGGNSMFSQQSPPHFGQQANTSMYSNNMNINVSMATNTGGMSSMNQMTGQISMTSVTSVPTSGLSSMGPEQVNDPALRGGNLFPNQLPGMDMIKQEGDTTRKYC
EBV LMP1 NFkB: Epstein-Barr LMP1 NF-kappaB reporter inhibition; LMP1-induced NF-kappaB luciferase reporter cells, luminescence; inhibition, % at 12.5 µM; 350,000 tested, 0.69% active; AID 504558; in the data active means inhibition above about 41%;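 further: 0% = neutral control wells and 100% = reference inhibitor control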
SRC1 inh: human NCOA1 inhibition; Q15788; HEK293 GAL4-SRC1 luciferase reporter, luminescence; inhibition, % at 3.6 µM; 360,000 tested, 0.12% active; AID 588354;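 active means inhibition above the campaign mean plus 3 SD, with each screening campaign given its own cutoff, cut at about 60% in these data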;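 further: 0% = DMSO treated cells and 100% = gossypol at 36 µM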
MC4R antagonist: blocks human MC4R cAMP signaling; P32245; MC4R-expressing cells, MTII-stimulated cAMP, LANCE TR-FRET; inhibition, % at 6.5 µM; 360,000 tested, 0.48% active;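 active means inhibition above its plate's cutoff, the mean of tested wells on that plate plus 3 SD, cut at about 29% in these data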;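 further: 0% = Melanotan II alone and 100% = Melanotan II plus saturating MCL0020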
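System: U2OS-MC4R stable cell line; Technique: Eu-cAMP/anti-cAMP TR-FRET, emission 671 nm; Repeats: single well per compound; Also added: Melanotan II; Dosing: one concentration, 6.5 µM nominal; Schedule: 30-min compound, 1-h challenge, 1-h detection, room temperature.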
NCOA3 inh: human NCOA3 inhibition; Q9Y6Q9; HEK293 GAL4-SRC3 luciferase reporter, luminescence; inhibition, % at 3.6 µM; 360,000 tested, 0.17% active;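 active means inhibition above a per-campaign cutoff, the mean of all compounds plus 3 SD, cut at about 60% in these data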;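 further: 0% = DMSO-treated cells and 100% = gossypol-treated cells at 36 µM; higher means less SRC3-driven luciferase light from the GAL4 reporter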
ABHD5 PLIN5 PPI: blocks binding of human ABHD5 to perilipin-5. Q00G26+Q8WTS1. Split G. princeps luciferase complementation, luminescence, 4 h. inhibition, % at 4 µM. 360,000 tested, 0.78% active;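 active means inhibition above the mean inhibition across every tested compound plus 3 SD, cut at about 22% in these data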;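 further: 0% = DMSO only wells and the 100% control is not disclosed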
LRH-1 inv ag: NR5A2 inverse agonism in reporter assay; inhibition, % at 3.6 µM; O00482; 360,000 tested, 0.13% active; HEK293T StAR-luciferase reporter, LRH-1 transfected, 24 h;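 active means inhibition above the mean inhibition of all tested compounds plus 3 SD, cut at about 73% in these data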;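 further: 0% = DMSO wells and 100% = reporter-only cells lacking LRH-1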
COUP-TFII inh: NR2F2 (human) inhibition, primary screen. HEK293T NGFI-A luciferase reporter, luminescence. inhibition, % at 8.6 µM. 370,000 tested, 0.7% active. AID 686940;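 active means inhibition above a per-plate cutoff, mean inhibition of test wells between control levels plus 3 SD, cut at about 38% in these data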;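 further: cells cotransfected with COUP-TFII expression vector driving the NGFI-A reporter; 0% = median of COUP-TF2 test wells and 100% = reporter-only cells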
MC4R barr agon: agonists of human melanocortin 4 receptor (MC4R) beta-arrestin; U2OS MC4R beta-arrestin complementation, luminescence; percent of melanotan II response, DMSO zero; 360,000 tested, 0.98% active; P32245; activation, % at 8.9 µM; AID 540308;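 active means activation above a per-plate cutoff, the mean activation of sample wells on that plate plus 3 SD, cut at about 8% in these data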
NOD2-RIPK2 inh: NOD2-RIPK2 protein interaction inhibition | AID 624267 | CHO BLA complementation NOD2-RIPK2, CCF4 ratio | O43353 | 360,000 tested, 0.38% active | inhibition, % at 4.98 µM; in the data active means inhibition above about 21%;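 further: 0% = vehicle only and 100% = reference blocker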
TLR9-MyD88 block: inhibitors of human TLR9-MyD88 binding. Q9NR96+Q99836. CHO BLA complementation TLR9-MyD88, CCF4 FRET ratio. inhibition, % at 4.98 µM. 340,000 tested, 0.21% active. AID 504734;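 active means inhibition above the mean over all tested compounds plus 3 SD, cut at about 21% in these data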;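 further: 0% = DMSO only wells and 100% = clavulanate BLA inhibitor control wells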
An asterisk follows results filed as active. This is a subset, so the mix of outcomes need not match the whole.

structure	ABHD5 PLIN5 PPI	SRC1 inh	NCOA3 inh	LRH-1 inv ag	MC4R antagonist	MC4R barr agon	TLR9-MyD88 block	NCOA2 inhibitor	EBV LMP1 NFkB	COUP-TFII inh	NOD2-RIPK2 inh
O=C(NCc1cccnc1)c1ccc(Cl)cc1[N+](=O)[O-]	-0.5	-17.5	3.5	0.8	0.2	-2.3	5.2	18.2	-2.0	1.8	-5.0
CNc1ncc(C(=O)c2ccc(F)cc2)s1	5.4	-71.1	-47.2	-87.1	3.0	-3.1	8.4	-27.7	-21.3	-23.0	-3.2
COc1cc2c(cc1OC)C(c1ccccc1)N(C(=O)c1ccccc1F)CC2 (configuration not stated)	-0.8	-1.0	5.0	-0.1	1.7	-1.2	8.3	26.7	8.5	15.7	-6.4
CCOC(=O)c1c(OCC)[nH]c2c1cc(O)c1ccccc12	-31.3	3.8	18.3	21.3	15.8	-2.4	13.4	-10.4	-1.3	21.3	-15.8
CC(C)n1ncc2c(C(=O)Nc3ccc(S(N)(=O)=O)cc3)cc(C3CC3)nc21	-16.2	-7.2	21.6	10.2	-3.0	0.4	4.8	13.1	5.0	-7.2	-3.9
NNc1cc2c(nn1)CCN(C(=O)c1ccccc1)C2	-3.1	-18.6	10.5	1.1	-8.3	-1.5	-3.1	26.3	-10.5	10.3	3.1
O=C(CCN1CCCCC1)N/N=C/c1ccc(Br)cc1	4.4	21.2	14.1	9.8	5.7	1.1	-5.6	12.9	1.6	-6.5	-21.1
COC(=O)C1=NN(C(C)(C)CC(C)=O)C2C(=O)N(C3CCCCC3)C(=O)C12 (configuration not stated)	2.9	5.0	14.7	-1.8	4.6	-0.1	1.5	2.9	-4.2	-0.4	-3.7
Cc1ccsc1/C=N/NC(=O)Cc1cc(=O)[nH][nH]1	5.3	-6.2	0.2	-4.1	3.2	-1.8	-4.1	4.5	-12.1	8.1	-6.4
COc1ccc(NC(=O)C2CCC2)cc1S(=O)(=O)Nc1cc(C)ccc1Br	1.1	-10.1	-2.2	15.9	10.7	-2.0	-9.7	-7.7	-3.1	-5.7	0.5
CC(C)(C)c1ccc(C(=O)N2CCC(C(=O)NCc3ccco3)CC2)cc1	5.4	-1.8	-9.9	-25.7	0.8	-1.9	-3.8	-27.1	-11.7	0.7	1.8
O=C(NCc1ccccc1Cl)[C@@H]1CCCN1S(=O)(=O)c1ccc(Cl)cc1	-0.9	1.5	-6.0	-1.4	-0.1	-1.0	3.9	17.2	0.7	13.8	-8.7
COc1cc(CO)cc(-c2cc(CO)cc(OC)c2OC)c1OC	3.9	-9.3	-1.4	3.6	8.8	-0.5	-1.8	-0.3	-3.2	6.9	-5.4
Cc1cccc(NC2=CC(=O)CC(C)(C)C2)c1C	1.2	17.8	-18.5	-2.5	-0.8	-1.0	4.1	-14.2	4.3	-3.1	1.0
Cc1ccc(OCC(=O)N2CCCCC2C)c([N+](=O)[O-])n1 (configuration not stated)	4.5	-19.3	-6.0	-4.0	7.0	-1.9	-1.2	7.3	-7.5	-13.3	-6.9
Cc1ccn(CC(=O)N2N=C(C(F)F)CC2(O)C(F)F)n1 (configuration not stated)	3.7	4.5	-2.7	13.1	8.4	-1.4	0.6	14.6	-12.1	-14.7	-15.4
CC1(C)CC2(CCCN(CC(O)(c3ccccc3)c3ccccc3)C2)CCO1 (configuration not stated)	-3.1	-11.5	-23.9	5.9	8.7	1.6	9.6	27.0	5.8	5.9	-0.8
CC1(C)Cc2ccccc2-c2nc(-c3ccccc3)oc(=O)c21	-3.4	-50.1	5.9	-3.4	3.0	-0.7	-0.7	-26.3	-3.9	-8.2	-8.1
Cc1cc(C(=O)OCC(=O)NCc2ccco2)c(C)o1	-0.2	1.0	0.7	7.9	-2.1	3.0	8.0	6.7	-2.4	-6.7	-10.3
COc1ccccc1C(=O)N1CCNC(=O)C1CC(=O)Nc1ccc(Cl)cc1 (configuration not stated)	-15.4	-10.8	-3.6	8.2	1.5	-0.2	3.0	-0.4	4.7	12.4	-11.2
CC1CN=C(Nc2cccc(S(=O)(=O)N(C)C)c2)S1 (configuration not stated)	-2.0	-12.0	-4.0	-5.2	6.3	-1.3	-13.7	15.0	1.5	3.6	1.0
CC(C)CN(C(=O)CSc1nc2ccccc2[nH]1)C1CCS(=O)(=O)C1 (configuration not stated)	-1.6	2.2	-9.0	-32.2	-0.4	-1.8	0.9	6.9	1.5	-2.2	0.1
COc1ccc(NC(=O)Cc2nnc(SCC(=O)NC3CCCC3)n2C)cc1	5.6	-1.9	-1.5	8.2	6.2	-0.8	-15.9	-23.8	5.5	10.6	-0.5
CN1CCN(c2ccc(S(=O)(=O)N3CCCCC3)cc2NC(=O)COc2ccc([N+](=O)[O-])cc2)CC1	7.3	-21.2	-15.5	43.5	5.2	0.7	8.6	-0.9	-1.6	8.8	-1.8
O=C(NCCCN=C1NS(=O)(=O)c2ccccc21)c1ccco1	-3.3	-9.5	-17.5	-20.4	1.6	0.6	4.0	14.3	-4.9	0.3	8.6
O=S(=O)(O)c1nc2ccccc2n1Cc1ccccc1	1.3	-2.8	0.7	-6.8	-0.8	-1.1	-0.9	7.3	-3.7	11.6	-16.1
COc1cc(C2C(C#N)=C(N)N(c3cccnc3)C3=C2C(=O)CC(C)(C)C3)ccc1O (configuration not stated)	-6.8	-5.3	-5.9	4.8	-3.0	-0.6	4.7	-0.1	-8.1	2.5	-10.4
Cc1ccc(CN(C)C(=O)C2CCC(=O)N(CC3CCCCC3)C2)o1 (configuration not stated)	17.0	-18.5	1.0	-8.6	10.4	0.2	-6.7	-4.3	-9.7	7.0	-2.5
CN(C)c1nnnn1-c1ccc(Oc2ncc(C(F)(F)F)cc2Cl)cc1	1.6	-12.1	5.5	22.9	-2.6	-1.2	1.0	20.1	2.0	14.8	-5.2
Cc1nc2nc(C)c(CCC(=O)N3CCOCC3)c(C)n2n1	-1.0	4.9	8.8	11.8	3.3	0.4	0.2	-4.6	7.0	11.4	-7.2
CSc1ccc(CCNC(=O)CCc2nnc3ccc(NCCCN4CCCC4=O)nn23)cc1	5.4	5.5	10.4	-7.2	-3.7	2.4	-4.0	7.3	-7.4	-3.6	-13.5
Cc1ccc(C(=O)CCC(=O)N(C)CC(=O)Nc2ccccc2Br)cc1	0.3	-32.6	12.6	-16.2	8.5	-1.2	2.2	-4.2	3.8	-1.9	-11.2
COc1ccc(C2NC(=O)c3ccccc3O2)c(OC)c1OC (configuration not stated)	-7.3	10.0	0.4	-6.8	-8.9	-0.4	1.7	8.2	12.9	-3.6	6.4
Cc1cc2oc(C(=O)N(Cc3ccc(N(C)C)cc3)CC3CCCO3)c(C)c2cc1C (configuration not stated)	-7.9	-5.2	-8.2	-21.9	3.5	-1.5	-28.0	10.7	0.6	3.8	-9.7
CC(C)CCN1C(=O)c2ccc(C(=O)Nc3ccccc3C(=O)O)cc2C1=O	-4.4	6.5	8.5	-3.6	3.2	-1.1	0.4	-4.9	6.2	7.2	0.7
COc1nc(NCc2ccco2)nc(N2CCC(C)CC2)n1	3.9	-5.6	18.5	-0.5	-3.8	1.1	-2.4	-9.3	-5.4	5.7	7.7
Cc1oc(-c2ccccc2F)nc1CS(=O)(=O)CC(=O)NCCCc1ccccc1	2.6	2.7	-0.6	7.2	11.5	0.0	5.6	1.8	-4.2	26.0	-8.7
COc1ccc2[nH]c(=O)c(CN(CCc3ccccc3)C(C)=O)cc2c1	7.6	-7.5	-16.0	2.9	5.4	-0.4	-1.3	11.2	2.6	8.6	-7.8
CCc1cccc(CC)c1NC(=S)NCC(c1cccnc1)N(C)C (configuration not stated)	-0.8	3.2	-1.7	11.6	6.2	-1.9	7.1	8.0	0.6	-9.5	3.0
CCOc1ccccc1-n1c(=S)sc2c(=O)n(-c3ccc(F)cc3)c(SCC(=O)O)nc21	9.5	-5.4	-8.3	-28.4	5.8	-2.4	10.5	-10.9	-0.4	6.5	0.3
O=C(NCCc1ccccc1)c1cc(=O)c2ccccc2o1	-6.9	-21.2	5.5	-26.6	3.9	-0.5	-0.9	-54.3	-13.2	5.3	-7.6
COc1ccc(Cc2nnc(NCCO)[nH]c2=O)cc1OC	-5.1	5.8	-0.4	9.0	5.6	-2.4	-6.5	-16.4	-7.8	5.3	4.0
O=C(CCS(=O)(=O)c1ccccc1)Nc1nc(-c2cccs2)cs1	-4.8	-1.5	11.1	-9.6	-1.6	1.8	-2.6	24.4	23.3	2.4	8.8
CCOC(=O)[C@@H]1[C@H]2COc3ccc(Br)cc3[C@@H]2N2C(=O)N(c3cccc(Cl)c3)C(=O)[C@@]12C	-3.4	-10.0	5.1	10.9	10.7	-1.8	3.6	-0.5	1.0	2.4	4.4
Cc1ccc(-n2nc3c(=O)n(CCCC(=O)NCc4ccc(Cl)cc4)nc(C)c3c2C)cc1	-5.7	-21.1	5.3	-17.3	9.0	-2.1	-4.3	23.4	-3.2	-2.0	-0.7
Cc1cc(NC(=O)CC2CCCC2)ccc1Br	8.0	-42.7	-42.2	-95.6	11.0	0.8	-3.5	-29.5	-11.8	-11.8	1.8
Cc1ccc(/C(O)=C2\C(=O)C(=O)N(C)C2c2ccc(Br)cc2)cc1 (configuration not stated)	-0.9	-13.0	1.0	-6.2	-0.6	-2.2	-6.8	19.7	5.6	-10.2	12.3
CCOC(=O)C1CCCN(CCC(=O)Nc2ccccc2)C1 (configuration not stated)	0.3	9.8	10.3	4.5	2.6	-0.5	-2.7	-30.6	-4.7	2.4	-2.2
O=C(NCCCCc1ccccc1)C1CC(c2ccc([N+](=O)[O-])cc2)=NO1 (configuration not stated)	-4.5	3.4	13.8	-1.7	0.3	1.5	8.1	4.1	-3.3	4.2	-12.1

Whole records, quoted from the list. Values in the order: ABHD5 PLIN5 PPI | SRC1 inh | NCOA3 inh | LRH-1 inv ag | MC4R antagonist | MC4R barr agon | TLR9-MyD88 block | NCOA2 inhibitor | EBV LMP1 NFkB | COUP-TFII inh | NOD2-RIPK2 inh
Shown for Cc1cc2oc(C(=O)N(Cc3ccc(N(C)C)cc3)CC3CCCO3)c(C)c2cc1C (configuration not stated) : -7.9 | -5.2 | -8.2 | -21.9 | 3.5 | -1.5 | -28.0 | 10.7 | 0.6 | 3.8 | -9.7
Shown for Cc1cc(NC(=O)CC2CCCC2)ccc1Br : 8.0 | -42.7 | -42.2 | -95.6 | 11.0 | 0.8 | -3.5 | -29.5 | -11.8 | -11.8 | 1.8
Shown for CCOC(=O)[C@@H]1[C@H]2COc3ccc(Br)cc3[C@@H]2N2C(=O)N(c3cccc(Cl)c3)C(=O)[C@@]12C : -3.4 | -10.0 | 5.1 | 10.9 | 10.7 | -1.8 | 3.6 | -0.5 | 1.0 | 2.4 | 4.4
